High-throughput results: PubChem BioAssay, The Scripps Research Institute Molecular Screening Center
GPR151 activ = activates the human receptor GPR151. actives 1% (n = 650,000). activation, % at 11.2 µM. PathHunter beta-arrestin GPR151 cells, luminescence; in the data active means activation above about 4.9%;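 further: 0% = median of compound wells and 100% = cells with positive control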
Target sequence (Q8TDV0 whole entry, looked up): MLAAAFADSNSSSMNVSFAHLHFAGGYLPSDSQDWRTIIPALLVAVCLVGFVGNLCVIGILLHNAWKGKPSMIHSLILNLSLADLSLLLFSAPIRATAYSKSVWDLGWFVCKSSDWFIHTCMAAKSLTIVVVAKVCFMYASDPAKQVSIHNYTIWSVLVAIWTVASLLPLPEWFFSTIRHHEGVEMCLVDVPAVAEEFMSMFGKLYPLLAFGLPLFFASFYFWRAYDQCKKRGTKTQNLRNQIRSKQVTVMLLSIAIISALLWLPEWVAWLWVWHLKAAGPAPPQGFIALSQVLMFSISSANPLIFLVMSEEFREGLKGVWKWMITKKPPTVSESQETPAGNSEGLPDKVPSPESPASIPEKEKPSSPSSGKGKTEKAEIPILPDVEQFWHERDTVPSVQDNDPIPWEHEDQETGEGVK
MITF primary = inhibitors of human MITF. inhibition, % at 2.6 µM. AID 1259374. actives 0.91% (n = 650,000). AlphaScreen MITF homodimerization, bead proximity signal; in the data active means inhibition above about 50%;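 further: 0% = vehicle wells with protein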
Target sequence (O75030 whole entry, looked up): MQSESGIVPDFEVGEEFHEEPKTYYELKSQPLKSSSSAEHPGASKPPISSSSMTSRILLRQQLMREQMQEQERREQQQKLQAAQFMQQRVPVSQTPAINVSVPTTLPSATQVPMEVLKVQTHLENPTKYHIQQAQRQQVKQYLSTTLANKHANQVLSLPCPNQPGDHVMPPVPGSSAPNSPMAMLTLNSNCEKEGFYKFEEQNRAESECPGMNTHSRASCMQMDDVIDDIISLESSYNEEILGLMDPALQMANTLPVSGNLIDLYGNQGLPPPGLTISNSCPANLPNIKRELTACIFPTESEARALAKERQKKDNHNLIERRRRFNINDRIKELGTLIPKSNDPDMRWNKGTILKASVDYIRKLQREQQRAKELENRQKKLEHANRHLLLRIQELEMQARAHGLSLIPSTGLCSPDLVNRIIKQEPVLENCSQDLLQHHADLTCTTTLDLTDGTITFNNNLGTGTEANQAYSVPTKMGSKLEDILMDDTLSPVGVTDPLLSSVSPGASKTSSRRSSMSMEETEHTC
FBW7 activator = activators of human E3 ligase FBW7; Q969H0; AID 1259310; AlphaScreen FBW7–phospho-cyclin E peptide binding, activator screen; actives 0.13% (n = 650,000); normalized activity (activation), % at 26.1 µM; in the data active means normalized activity above about 1.9%;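 further: purified mutant Fbw7 with reduced substrate affinity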
TEAD-YAP block = TEAD-YAP interaction inhibition; HEK-TIYL cells, TEAD-Gal4/YAP UAS-luciferase luminescence; inhibition, % at 9.12 µM; actives 1.4% (n = 640,000); AID 1259422; in the data active means inhibition above about 32%;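 further: 0% = median of test compound wells and 100% = reference inhibitor wells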
Active calls of the source: *.

SMILES	GPR151 activ	MITF primary	FBW7 activator	TEAD-YAP block
CN1CCC(C(=O)N2CCCC(COc3ccc(CN4CCCN(C)CC4)cc3)C2)CC1 (stereo not drawn)	1.5	-40	-0.2	-7
Cn1nc([N+](=O)[O-])nc1Oc1ccccc1N	0.2	12	0.3	-2
Cc1ccc(C)c(NC(=O)CSc2nc3ccccc3c(=O)n2-c2ccccc2)c1	-0.5	17	0.2	11
Cc1ccc(NC(=O)c2ccccc2F)c(Br)c1	3.2	-4	0.0	-88
Nc1nc(N2CCN(c3ccccn3)CC2)nc2nc[nH]c12	0.1	8	0.3	0
COc1ccc(-c2cnc(NCc3ccc(F)cc3)n2C)cc1	1.5	19	0.0	1
NC(C(=O)N1CCC(Nc2ccc3cn[nH]c3c2)CC1)c1ccc(Br)cc1 (stereo not drawn)	3.7	-25	-0.7	-13
Fc1ccccc1C1CC(c2cccs2)Nc2ncnn21 (stereo not drawn)	1.1	-1	0.1	7
CS(=O)(=O)Oc1ccccc1/C=C1/N=C(c2ccc(F)cc2)OC1=O	2.9	-4	-0.3	0
COC(=O)c1c(NC(=O)c2c(-c3ccccc3)noc2C)sc2c1CCC2	-1.0	5	0.5	-3
C/C=C/COC(=O)C1=C(C)NC(=O)NC1c1ccccc1OC(C)C (stereo not drawn)	0.6	6	0.0	0
Nc1cccc(-c2ccc(C(=O)NCCCN3CCCC3=O)s2)c1	-2.1	-3	-0.3	-6
COc1ccc(Nc2nc(NCc3cccnc3)nc(NCc3cccnc3)n2)c(OC)c1	0.2	-3	0.1	3
CC(C)n1c(CN2CCN(Cc3ccccc3)CC2)nc2c1c(=O)n(C)c(=O)n2C	1.1	17	0.4	3
COc1ccc(-c2nc3s/c(=C\c4ccccc4F)c(=O)n3n2)cc1	-0.1	2	0.2	-6
CCC(=O)Nc1ccc(C(=O)OCC(=O)c2ccc3ccccc3c2)cc1	1.1	-10	0.2	-1
O=C(COC(=O)c1ccc(F)cc1)c1ccc(Cl)cc1	1.1	-6	1.0	-15
Cc1ccccc1OCC(O)Cn1c(NC2CCCCC2)nc2c1c(=O)n(C)c(=O)n2C (stereo not drawn)	4.3	0	0.3	-14
Cc1ccc(NC(=O)c2ccc3c(c2[N+](=O)[O-])C(=O)c2ccccc2C3=O)cc1	-0.2	14	0.1	5
Cc1ccc(C2NC(=O)C(C)S2)cc1 (stereo not drawn)	-1.4	2	0.1	-1
C=CCOC(=O)C1=C(C)NC(=O)NC1c1ccc(F)cc1 (stereo not drawn)	2.4	-9	-0.1	-7
CC1CCN(Cc2c(C(=O)N/N=C/C=C/c3ccccc3)nnn2-c2nonc2N)CC1	0.9	18	0.2	8
CC(C)NC(=O)CSc1nnc2n(C)c(=O)c3ccc(C(=O)NC4CCCC4)cc3n12	0.3	-4	-0.3	-7
O=C(O)c1ccc(-n2c(/C=C\c3ccoc3)nc3ccccc3c2=O)cc1	1.0	-1	0.1	-2
CCOc1nc(NCc2ccco2)nc(Nc2ccccc2F)n1	-0.4	11	0.3	-61
CN(C)c1ccc(N=Nc2ccc(C(=O)O)cc2)cc1	-3.5	44	-0.1	-31
CCOC(=O)C1=C(Nc2ccc(Br)cc2)CC(C)(O)C(C(=O)OCC)C1c1ccccc1 (stereo not drawn)	0.7	8	0.0	8
N#Cc1cc2c(N)c(C(=O)Nc3ccccc3)sc2nc1N	0.6	18	0.1	-22
CCc1ccccc1-n1c(SCC(=O)Nc2nc(C)cs2)nnc1-c1cccnc1	-0.8	-10	0.0	57*
COC(=O)COc1c(Cl)cc(/C=C2/NC(=O)N(c3ccccc3)C2=O)cc1Cl	-0.8	20	0.0	-1
O=C(Nc1cccc(O)c1)c1ccc(C(=O)c2ccccc2)o1	-0.4	7	-0.1	57*
CC(=O)c1ccc(C(=O)N2CCC(C3(CCc4ccccc4)NC(=O)NC3=O)CC2)cc1 (stereo not drawn)	1.3	0	0.5	-14
COc1cc(Nc2nc3c(NCCN(C(C)C)C(C)C)ncnc3n2C(C)C)cc(OC)c1OC	2.4	-5	0.1	7
COCCn1c(SCC(N)=O)nc2c(oc3ccccc32)c1=O	-1.2	1	-0.2	-4
COc1ccc(CN(CCN)C2CC(C)N(C)CC2C)cc1 (stereo not drawn)	0.8	18	0.3	0
Cc1ccc(C(=O)Nc2cccc(C(=O)O)c2C)cc1C	-9.8	1	0.0	15
Cc1ccc(-n2nc(C)c3c(=O)c(C(=O)Nc4ccccc4)c[nH]c32)cc1	-0.6	9	0.0	-6
CCOC(=O)c1cnc2c(C)c(Cl)ccc2c1Nc1cccc(C)c1	1.7	4	0.0	11
CCSc1nc2c(c(=O)n1-c1ccccc1C)C1(CCCC1)Cc1ccccc1-2	1.5	-6	-0.4	7
c1ccc(-c2cc3ccccn3c2)cc1	-1.0	8	0.2	3
Cn1cccc(-c2ccc(Nc3nccc(-c4ccc5nc(C6CC6)[nH]c(=O)c5c4)n3)cc2)c1=O	0.0	31	0.6	10
CCCCOc1ccc(-c2nn(-c3ccccc3)cc2/C=c2\sc3nc(-c4cccnc4)nn3c2=O)cc1	0.5	9	0.2	4
Cc1noc(C)c1-c1nc(Nc2ccc(Oc3ccccc3)cc2)c2ncn(-c3ccsc3)c2n1	1.1	5	0.2	-12
O=C(O)CCC(=O)N(Cc1ccccc1)Cc1cn(-c2ccccc2)nc1-c1cccnc1	-2.1	-3	-0.2	-2
CCOC(=O)C1=C(C)NC(C)=C(C(=O)OCC)C1c1cn(-c2ccccc2)nc1-c1cccc([N+](=O)[O-])c1	-0.3	9	0.3	-3
Cc1ccc(NC(=O)CSc2nnc(N)s2)cc1	0.9	5	0.1	0
O=C(ON1C(=O)c2ccccc2C1=O)c1ccccc1F	-0.4	3	-0.1	5
Cc1sc2nc(/C=C/c3ccccc3)oc(=O)c2c1C	-0.2	-10	0.1	-3
Cn1c(Nc2nc(Nc3ccc(N4CCOCC4)cc3)c3ncn(-c4ccccc4)c3n2)nc2ccccc21	-2.4	2	-0.1	33*
CCOc1ccc(NC(=O)c2sc3nc(C)nc(N4CCOCC4)c3c2C)cc1	-0.6	4	-0.3	-3
CC(=O)Nc1ccc(NC(=O)Cn2c(C)c3cnn(-c4ccccc4)c(=O)c3c2C)cc1	-0.4	6	0.0	7
CCOCCn1cnc2sc(C(=O)N(CC)CC)c(C)c2c1=O	-1.0	-8	0.1	-6
COc1ccc(NC(=O)C(=O)NCCN2CCOCC2)cc1	-0.8	-12	-0.1	-1
O=C1COc2ccc(C(=O)COC(=O)c3cc(Br)ccc3Cl)cc2N1	0.1	-6	-0.1	-4
COc1ccccc1/C=C1/SC(N2CCCCC2)=NC1=O	-1.6	6	-0.1	-32
CCCCC(C(=O)O)C(C)CC(=O)Nc1ccccc1Cl (stereo not drawn)	0.2	-13	-0.2	2
CCOc1ccc(Cl)cc1S(=O)(=O)Nc1cccc([N+](=O)[O-])c1C	0.2	3	-0.1	-2
COC(=O)c1sccc1N/N=C/c1c[nH]c2ccccc12	-1.0	-5	0.0	-66
COc1ccccc1C(=O)Nc1ccnn1C1CCN(Cc2nc(C(C)C)cs2)CC1	-2.8	19	0.3	10
CC(OCC(O)Cn1cnc2ccccc21)c1ccc(Cl)cc1 (stereo not drawn)	-1.7	42	0.0	1
(cont.)
SMILES	GPR151 activ	MITF primary	FBW7 activator	TEAD-YAP block
CC(C)NC(=O)c1cccc2ccccc12	1.1	5	-0.1	4
O=C(O)COc1ccc(Cl)cc1/C=C1\C(=O)NC(=O)N(c2cccc([N+](=O)[O-])c2)C1=O	-1.3	14	0.1	-4
Cc1ccc(S(=O)(=O)NCc2ccc(N3CCN(C(=O)OC(C)(C)C)CC3)cc2)cc1	0.6	-7	0.0	2
O=S(=O)(c1ccc2c(c1)OCCO2)N1CCN(c2ccc(F)cc2)CC1	1.9	2	-0.2	3
C=CCNC(=O)CN(c1ccccc1C)S(=O)(=O)c1ccc(C)cc1	-1.5	8	0.1	14
CCSCCOC(=O)C1=C(C)NC(=O)NC1c1cc(Br)c(O)c(OC)c1 (stereo not drawn)	-0.1	17	0.2	-2
Cc1ccc(CN[C@H]2C[C@H]3C(=O)N[C@H](C(C)C)C(=O)N3C2)cc1F	-1.2	9	-0.1	5
N#Cc1cc2cc3c(cc2nc1SCC(=O)Nc1nccs1)OCCO3	-0.2	1	0.2	-21
S=C(NCc1ccco1)Nc1ccc(Cl)cc1	1.9	0	-0.2	-14
COc1ccc(/C=c2\sc3nnc(-c4ccc(OC)c(OC)c4)n3c2=O)cc1OC	-0.2	0	0.0	-9
CCN(C(=O)CCc1nc(-c2ccccc2F)no1)c1cc(Cl)ccc1OC	2.3	15	-0.1	-3
Cc1ccc(S(=O)(=O)N2CCCCC2CCNC(=O)C(=O)Nc2ccccc2F)cc1 (stereo not drawn)	1.5	6	0.5	17
CC(=O)c1cc2c(cc1NC(=O)Cn1nc(C)n3cccc3c1=O)OCO2	0.2	2	0.1	-11
CCc1ccc(C(=O)N2CCN3C(=O)[C@@H](CO)NC(=O)[C@H]3C2)cc1	-0.5	-7	0.2	-5
CCc1nc(SCc2ccc(C(=O)OC)o2)n[nH]1	2.1	16	0.3	-1
Cn1c(SCC(=O)N2CCc3ccccc32)ncc(C(=O)Nc2ccc(F)cc2)c1=O	0.2	-1	0.2	-17
CC(=O)c1ccc(NC(=O)CC(C(=O)O)N(C)C)cc1 (stereo not drawn)	-0.9	3	-0.1	11
CN1C(=O)C2(c3ccccc31)C(C(=O)Nc1ccc(F)cc1)CC1CCCN12 (stereo not drawn)	-0.3	-3	0.0	-5
CCOC(=O)c1sc(NC(=O)c2cnccn2)c(C(=O)OCC)c1C	-0.3	7	-0.1	1
CC1(C)Oc2ccc3ccc(=O)oc3c2/C(=C/Nc2ccccn2)C1=O	-1.7	8	0.1	1
N[n+]1cnn(CC(=O)c2ccc(Cl)cc2Cl)c1	1.1	-16	0.1	3
S=c1nc(-c2cccs2)[nH]n1CN1CCOCC1	-1.4	3	-0.1	-8
COc1ccc(/C=c2/sc3nc4cc(Br)cnc4n3c2=O)c(OC)c1	-1.5	-3	-0.5	-8
CCCCCCc1ccc(C(=O)Nc2ccc3ccccc3c2)cc1	-0.1	-14	0.0	-10
COCC(=O)NC(C)c1nnc(SCc2ccccc2C)n1C (stereo not drawn)	-0.7	3	-0.1	-16
Nc1nc(SCC(=O)c2cccc([N+](=O)[O-])c2)n[nH]1	-1.6	11	-0.1	5
O=C(O)c1cccc(NC(=O)c2ccc(S(=O)(=O)N3CCCCC3)cc2)c1	-0.3	15	-0.1	3
CC(C)(C)C(=O)NCC(c1cccnc1)N1CCN(c2ccc(F)cc2)CC1 (stereo not drawn)	0.0	-10	0.1	4
N#Cc1cnn(-c2nc(-c3cccs3)cs2)c1N	-0.4	6	-0.2	6
CCc1cccc(C)c1NC(=S)N(CCOC)C1CCN(C(C)=O)CC1	-0.5	0	-0.1	-12
COC(=O)c1c(OCCc2cccs2)cc(=O)n2c1CCN(C(=O)C1CCOC1)CC2 (stereo not drawn)	-0.4	6	-0.1	-2
O=[N+]([O-])c1c(Nc2ccccc2O)cc(N2CCOCC2)c2nonc12	-0.3	-16	0.0	-5
CC(=O)N1CCN(c2ccccc2NC(=O)c2ccc(-c3ccccc3[N+](=O)[O-])o2)CC1	0.9	12	0.0	7
CCOC(=O)C1CCCN(S(=O)(=O)c2ccc(OC)c(Cl)c2)C1 (stereo not drawn)	0.1	1	0.0	9
CC1CN(C2CCN(Cc3ccccc3[N+](=O)[O-])CC2)CC(C)O1 (stereo not drawn)	1.0	66*	-0.1	6
O=C(CCc1ccccc1)Nc1cccc(NC(=O)c2cccc([N+](=O)[O-])c2)c1	-0.2	21	0.2	11
Cc1nn(C)c(C)c1-c1cc(NC2CC2)ncn1	-0.1	10	-0.1	4
O=c1oc2cc([N+](=O)[O-])ccc2n1CNc1cccc(F)c1	0.1	-1	0.0	-4
N#Cc1c(-c2ccccc2)cc(-c2ccccc2)nc1SCC(O)CN1CCOCC1 (stereo not drawn)	-1.0	19	-0.2	16
COc1ccc(C2CC(=O)C3=C(C2)NC(C)=C(C(=O)OC(C)C)C3c2ccccc2OC)cc1OC (stereo not drawn)	-1.0	14	0.6	1
